UGM FP inh = blocks M. tuberculosis UGM enzyme. inhibition, % at 10 µM. purified UGM, fluorescence polarization probe displacement. AID 504406. hit rate 0.06% among 320,000; in the data active = inhibition above about 10%, passing the limit was not always enough
FadD28 FP inh = inhibitors of Mycobacterium tuberculosis FadD28 bisubstrate binding; FadD28 bisubstrate probe binding, fluorescence polarization; inhibition, % at 12.5 µM; hit rate 0.22% among 360,000; AID 588549; in the data active = inhibition above about 8.5%, passing the limit was not always enough
GDH-TPI counter = inhibits GDH-TPI coupling enzymes, artifact for Mtb FBA screen. AID 588335. inhibition, % at 4.8 µM. GDH-TPI coupled enzyme counterscreen, NADH absorbance. hit rate 1.2% among 360,000; in the data active = inhibition above about 30%;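 note: 0% = DMSO wells and 100% = wells lacking the enzyme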
BoNT-F LC inh = inhibitors of Botulinum neurotoxin F light chain protease; Multiplex microsphere protease cleavage assay, flow cytometry; inhibition, % at 10 µM; hit rate 0.22% among 360,000; AID 588497; in the data active = inhibition above about 35%, passing the limit was not always enough; note: plate controls were buffer without enzyme for full effect and enzyme alone for no effect
MazEF act = activators of E. coli MazEF toxin-antitoxin RNase; activation, % at 20 µM; hit rate 0.32% among 350,000; AID 504720; FAM/BHQ RNA-DNA oligo cleavage fluorescence, 5 h; in the data active = activation above about 50%
Target sequence (P0AE70 whole entry, looked up): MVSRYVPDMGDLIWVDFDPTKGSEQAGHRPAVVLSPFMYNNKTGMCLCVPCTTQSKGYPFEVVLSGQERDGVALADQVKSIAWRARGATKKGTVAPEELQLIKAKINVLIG
PrPC TRFRET = reduces human prion protein on the cell surface; cell surface PrPC, TR-FRET read-out; AID 720596; P04156; inhibition, % at 13.8 µM; hit rate 0.43% among 370,000; in the data active = inhibition above about 24%; note: 0% = median of the test wells and 100% = reference compound wells
FBA Mtb inh = Mtb fructose-bisphosphate aldolase inhibition | inhibition, % at 1 µM | purified M. tuberculosis FBA, fluorescence read-out | hit rate 2.3% among 360,000; in the data active = inhibition above about 27%;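 note: 0% = vehicle and 100% = reference inhibitor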
Target sequence (P9WQA3 whole entry, looked up): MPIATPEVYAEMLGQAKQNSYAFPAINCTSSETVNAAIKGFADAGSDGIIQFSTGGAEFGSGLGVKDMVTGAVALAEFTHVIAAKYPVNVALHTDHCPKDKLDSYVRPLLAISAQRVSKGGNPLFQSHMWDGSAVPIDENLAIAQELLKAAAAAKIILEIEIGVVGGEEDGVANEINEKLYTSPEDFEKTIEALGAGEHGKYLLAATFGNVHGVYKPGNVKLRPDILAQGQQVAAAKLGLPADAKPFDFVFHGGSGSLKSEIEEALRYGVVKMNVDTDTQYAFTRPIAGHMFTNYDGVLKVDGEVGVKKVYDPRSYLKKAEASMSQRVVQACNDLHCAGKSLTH
Rv3671c protease = inhibits the M. tuberculosis serine protease Rv3671c | P9WHR9 | inhibition, % at 5.96 µM | hit rate 0.048% among 320,000; in the data active = inhibition above about 38%;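 note: extracellular domain of Rv3671c used as enzyme; 0% = enzyme with DMSO and 100% = no enzyme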
Target sequence (P9WHR9 whole entry, looked up, the tested form may be a part): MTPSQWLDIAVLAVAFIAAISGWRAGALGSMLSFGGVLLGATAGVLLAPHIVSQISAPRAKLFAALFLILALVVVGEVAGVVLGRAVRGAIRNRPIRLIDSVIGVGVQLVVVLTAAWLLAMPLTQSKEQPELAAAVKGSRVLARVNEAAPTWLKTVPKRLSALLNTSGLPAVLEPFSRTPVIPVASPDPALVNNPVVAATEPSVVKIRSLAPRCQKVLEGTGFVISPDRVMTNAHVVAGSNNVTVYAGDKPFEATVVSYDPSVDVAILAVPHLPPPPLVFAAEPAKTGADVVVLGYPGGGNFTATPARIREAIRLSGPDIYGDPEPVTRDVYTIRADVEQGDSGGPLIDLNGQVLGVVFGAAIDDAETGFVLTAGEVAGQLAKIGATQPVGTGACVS
Mtb BioA inh = inhibitors of Mycobacterium tuberculosis BioA enzyme | hit rate 0.096% among 360,000 | purified M. tuberculosis BioA enzyme, plate reader | inhibition, % at 9.99 µM; in the data active = inhibition above about 40%
* marks the source's active call; other numbers are inactive results; . = no result given.

SMILES	UGM FP inh	FadD28 FP inh	GDH-TPI counter	BoNT-F LC inh	MazEF act	PrPC TRFRET	FBA Mtb inh	Rv3671c protease	Mtb BioA inh
COc1ccc(NC(=O)CN(CC(=O)Nc2ccc(OC)cc2)C(C)(C)CO)cc1	1.3	.	7.6	-19.8	2.0	10.8	1.1	-7.4	1.0
Cc1cc(C)cc(C(=O)NCC(=O)N2CCC(C(N)=O)CC2)c1	2.3	-2.5	-4.4	3.0	1.2	-6.5	0.4	0.3	0.1
O=C(OCCOCCOC(=O)Oc1ccccc1)Oc1ccccc1	.	-3.9	1.3	2.3	-0.8	2.6	-5.8	.	-0.7
COc1ccc(C2=NN(C(N)=S)C(c3ccccc3)C2)cc1 (stereo unspecified)	-2.7	-3.1	13.2	0.7	5.7	-8.8	-0.2	-2.5	.
Cc1ccc(/C=N/Nc2ccc(F)cc2F)s1	-1.3	0.0	-1.3	-7.4	2.0	0.0	2.4	4.6	-3.0
O=C(c1ccco1)N1CCN(C23CC4CC(CC(C4)C2)C3)CC1	1.1	-0.9	3.4	-1.8	0.1	-3.9	1.1	-1.7	0.6
Cc1cccc(N2CC(C(=O)O)CC2=O)c1 (stereo unspecified)	-1.5	-1.8	3.0	-2.6	10.4	3.7	4.0	-0.3	0.3
COc1cc(/C=C/C(=O)OCC(=O)c2ccc[nH]2)cc(OC)c1OC	-2.8	-4.1	5.3	2.6	1.4	-0.6	6.2	-7.3	-1.6
Cn1c(CC(=O)NNC(=O)c2ccc(F)cc2Cl)nc2ccccc21	-3.1	-2.5	-2.5	-1.1	-1.7	3.8	-1.7	8.4	-0.8
CCOC(=O)C1CCN(C(C)C(=O)c2c[nH]c3ccccc23)CC1 (stereo unspecified)	-0.3	0.5	1.5	1.5	-7.4	.	-0.3	-0.4	.
Cn1c(=O)c2c(ncn2Cc2cc(-c3ccccc3)no2)n(C)c1=O	1.0	-3.2	0.8	-3.9	10.3	2.9	0.2	6.1	1.8
CC(OC(=O)c1ccc(NC(=O)CC#N)cc1)C(=O)NC(=O)NC1CCCCC1 (stereo unspecified)	0.6	1.3	4.7	-1.8	-28.8	2.6	-0.6	-125.8	-4.0
N#C/C=C(/N)N1CCN(c2ccc(Cl)c(Cl)c2)CC1	0.6	-4.8	1.7	-3.4	-1.2	3.4	2.6	1.5	.
Cn1[nH]c(=O)c2ccccc2c1=O	0.7	-1.0	12.2	0.2	8.3	-4.9	2.4	-0.1	-1.1
O=C(Cn1cnc2cc([N+](=O)[O-])ccc2c1=O)NC1CCS(=O)(=O)C1 (stereo unspecified)	-4.0	0.0	9.8	-0.2	7.6	-34.5	-0.8	-6.4	.
Cc1cc(C)nc(NC(=O)c2cc([N+](=O)[O-])cc([N+](=O)[O-])c2)n1	1.8	-2.2	5.5	-2.9	-0.2	-30.1	4.7	-3.5	.
O=C(OCC(=O)N1CCOCC1)c1cc(=O)[nH]c2ccccc12	-0.6	-0.2	20.4	5.7	1.9	0.3	12.6	0.1	-1.3
O=C(Cc1c[nH]c2ccccc12)OCCOC(=O)Cc1c[nH]c2ccccc12	3.0	1.3	5.5	15.8	-1.3	5.5	2.1	-1.2	4.9
O=S(=O)(c1cccc(C(F)(F)F)c1)N1CCN(c2nnnn2-c2ccccc2)CC1	-0.2	-0.9	9.2	5.3	-9.5	-2.8	2.9	4.7	-0.7
Nc1cc(SCc2ccc([N+](=O)[O-])cc2)ncn1	.	-0.1	2.6	2.6	1.3	-27.1	-0.9	.	2.3

Three entries out of the list, arranged by length of the SMILES, falling.
SMILES	UGM FP inh	FadD28 FP inh	GDH-TPI counter	BoNT-F LC inh	MazEF act	PrPC TRFRET	FBA Mtb inh	Rv3671c protease	Mtb BioA inh
O=C(Cc1c[nH]c2ccccc12)OCCOC(=O)Cc1c[nH]c2ccccc12	3.0	1.3	5.5	15.8	-1.3	5.5	2.1	-1.2	4.9
COc1cc(/C=C/C(=O)OCC(=O)c2ccc[nH]2)cc(OC)c1OC	-2.8	-4.1	5.3	2.6	1.4	-0.6	6.2	-7.3	-1.6
O=C(OCCOCCOC(=O)Oc1ccccc1)Oc1ccccc1	.	-3.9	1.3	2.3	-0.8	2.6	-5.8	.	-0.7

(list continues)
SMILES	UGM FP inh	FadD28 FP inh	GDH-TPI counter	BoNT-F LC inh	MazEF act	PrPC TRFRET	FBA Mtb inh	Rv3671c protease	Mtb BioA inh
CC(C)CCNC(=O)C(c1cccnc1)N(CCc1ccccc1)C(=O)Cn1nnc2ccccc21 (stereo unspecified)	0.8	0.7	3.8	-10.7	5.6	-1.8	2.5	2.6	-1.5
COc1ccc(C2(C(F)(F)F)NC(=O)N(C)C(=O)N2C)cc1 (stereo unspecified)	-1.2	-2.6	-9.2	5.3	5.7	-1.8	3.0	0.6	-1.8
Clc1ccc(-c2nnc3n2CCCCC3)cc1	-0.4	-3.2	6.1	14.2	12.7	0.7	-0.5	3.0	4.7
COc1ccccc1NC(=O)CCNS(=O)(=O)c1ccc2[nH]c(=O)oc2c1	2.6	0.5	-6.6	1.8	-5.4	1.1	7.1	1.0	-4.1
CC(C)=C1SC(N2CCOCC2)=NC1=O	-1.6	0.4	-2.6	3.4	0.9	-7.1	2.2	2.9	0.4
CCOc1ccc(OCC)c(NC(=O)CN2CCN(CC)CC2)c1	3.0	-3.2	5.9	-3.1	-7.6	-1.4	2.7	5.2	-0.4
CCOc1ccc(C(=O)COC(=O)Cc2n[nH]c(=O)c3ccccc23)cc1	-2.6	-1.6	4.8	-7.5	8.4	3.6	-0.6	0.0	0.4
COCc1cc(=O)n2[nH]c(-c3ccccc3)cc2n1	-1.2	-2.7	0.8	-28.9	5.0	-7.5	33.0*	-0.3	-0.9
CC1(C(=O)Nc2ccccc2Cc2ccccc2)CCN1Cc1ccccc1Cl (stereo unspecified)	.	-2.1	2.6	-7.4	.	5.7	-1.4	.	0.4
O=C(NCCN1CCN(c2cccc(Cl)c2)CC1)c1ccc(CSc2nc3ccncc3[nH]2)cc1	1.4	-7.5	3.1	-3.3	-4.4	-0.2	-2.8	8.8	1.1
CCOC(=O)c1cnn(-c2cc(Oc3cccc(C)c3)ncn2)c1N	1.5	-0.7	12.4	-7.6	0.6	1.6	0.4	-1.2	-5.0
Cc1nc(-c2ccc(S(=O)(=O)NCC3CCN(C(=O)OC(C)(C)C)CC3)s2)cs1	-0.6	2.1	3.2	-9.8	-6.0	-5.2	2.7	2.1	.
CC(=O)Nc1cccc(-c2cc3nc(NCc4cccnc4)n(C)c(=O)c3s2)c1	.	-1.6	10.6	-11.9	.	-5.8	5.3	.	-0.6
Cc1c(C)n(CCN(C)C)c2ccc(C(=O)OCCN(C)C)cc12	0.6	-2.0	1.8	0.1	3.5	-8.0	-0.1	1.7	-0.1
CCCCc1nnc(NC(=O)CCSc2ccccc2)s1	0.1	-2.1	-4.0	-5.3	-4.5	6.7	-1.4	-5.6	-1.7
O=C1CC(c2ccc3c(c2)OCO3)CN1 (stereo unspecified)	-0.3	-5.0	-6.3	5.9	-5.3	4.7	1.8	4.0	-0.2
Cc1ccccc1NC(=O)COC(=O)c1n[nH]c(=O)c2ccccc12	.	-2.9	-0.3	-6.6	-4.8	3.0	-1.2	.	-1.1
O=C(CCc1ccccc1)Nc1nncs1	-0.5	-0.2	3.2	4.3	4.4	-3.4	0.7	7.1	-2.9
CCC(C)NC(=O)Cc1cn(C)c2ccccc12 (stereo unspecified)	-0.7	-3.9	-7.0	8.3	1.7	4.7	101.8*	2.5	-0.9
CCOc1ccc(-c2nc(N)ncc2-c2ccccc2OC)c(O)c1	0.2	-2.9	8.2	-4.0	3.7	-8.6	-0.8	1.7	1.1
Cn1cccc1C(=O)NC(=O)CSc1nc2ccccc2s1	1.9	-2.4	-3.7	7.8	-7.7	-7.2	-3.0	-7.2	-1.2
COc1ccc(CN(C)C(=O)/C=C/[C@H]2O[C@@H](n3cc(C)c(=O)[nH]c3=O)C[C@@H]2O)cc1OC	.	-1.4	.	-9.6	.	-7.2	-0.8	.	-2.2
O=C(Nc1ccccc1)c1cnc2n(c1=O)CCS2	-0.8	0.0	6.2	4.4	4.8	-3.0	4.5	-7.3	-0.1
CCOc1ccc2c(c1)[N+](C)(C)C(C)(C)C=C2C	2.7	-0.5	1.3	-0.4	2.9	5.5	-2.2	-0.7	.
COc1ccccc1NC(=O)C(C)OC(=O)CC1CCCC1 (stereo unspecified)	-1.7	0.0	-2.1	-1.0	0.9	13.7	1.1	2.9	1.7
CCOC(=O)C1=C(C)Nc2nc(SC)nn2C1c1ccc(C(=O)OC)cc1 (stereo unspecified)	-3.3	-0.2	-0.3	-0.6	1.3	.	-1.9	-5.5	.
COc1cc(C(=O)Nc2cccc(-c3nnc(-c4ccco4)o3)c2)ccc1OC(C)=O	1.3	-8.6	2.5	-3.5	7.4	5.3	3.4	-25.4	2.6
COc1ccc(CNC(=O)C2CCN(C(=O)c3ccc(F)cc3)CC2)cc1OC	-0.1	-2.9	8.2	-0.8	7.3	-2.3	-1.8	9.8	-1.1
O=S1(=O)CCN(CCc2c[nH]c3ccccc23)CC1	-0.6	-2.2	0.6	-1.5	0.1	9.5	5.0	0.7	.
Cc1ccc(CNc2ccc(N3C(=O)CCCC3=O)cc2[N+](=O)[O-])cc1	5.8	-4.8	-4.4	-1.6	-1.2	-3.1	-4.8	1.4	-1.4
Cc1cc(C(=O)N2CCOCC2)n(-c2ccccc2)n1	0.4	-2.5	0.5	0.6	-7.3	2.6	3.8	-0.1	-0.9
CC1(C(=O)NS(=O)(=O)c2ccc(F)cc2F)CCN1C(=O)c1cccc(F)c1 (stereo unspecified)	.	0.7	4.4	6.9	.	-2.8	6.0	.	11.0

Compound profiles (already shown).
COc1cc(C(=O)Nc2cccc(-c3nnc(-c4ccco4)o3)c2)ccc1OC(C)=O is listed as UGM FP inh = 1.3; FadD28 FP inh = -8.6; GDH-TPI counter = 2.5; BoNT-F LC inh = -3.5; MazEF act = 7.4; PrPC TRFRET = 5.3; FBA Mtb inh = 3.4; Rv3671c protease = -25.4; Mtb BioA inh = 2.6
COc1ccccc1NC(=O)C(C)OC(=O)CC1CCCC1 (stereo unspecified) is listed as UGM FP inh = -1.7; FadD28 FP inh = 0.0; GDH-TPI counter = -2.1; BoNT-F LC inh = -1.0; MazEF act = 0.9; PrPC TRFRET = 13.7; FBA Mtb inh = 1.1; Rv3671c protease = 2.9; Mtb BioA inh = 1.7

Assay outcomes: PubChem BioAssay, several laboratories
